# Screening results deposited in PubChem BioAssay by several laboratories.
# CAL PDZ FP-1: human CAL PDZ-peptide interaction inhibition; purified CAL PDZ, TMR-peptide fluorescence polarization, 1 h; inhibition, % at 20 µM; 330,000 tested, 0.02% active; AID 504414;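 active means highest replicate inhibition of at least 40%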;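 further: plate controls were DMSO neutral control wells for no effect and unlabeled competitor peptide control wells for full effect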
#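 Material – purified CerCALP PDZ construct · Detection – FP readout, S and P plane fluorescence · Measure – percent inhibition from loss of millipolarization · Controls – unlabelled peptide for full inhibition, DMSO wells as neutral · Probe or stimulus – TMR-labelled reporter peptide T*-PRC34 bound in PDZ groove · Times – 1 h at RT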
# Tat transport: blocks Tat-dependent protein export in E. coli. E. coli MC4100 TorA-mCherry Tat export, fluorescence. inhibition, % at 10 µM. 340,000 tested, 0.036% active. AID 488895;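 active means mean replicate inhibition at least 50% and at least half of replicates individually reaching 50%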;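 further: exported cargo escapes ClpAP degradation while cytoplasmic cargo is degraded and loses fluorescence; 0% = median of neutral control wells and 100% = median of NaSCN control wells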
# V-ATPase pH: regulators of yeast V-ATPase proton transport | 350,000 tested, 0.37% active | S. cerevisiae, pHLuorin cytosolic pH fluorescence | response, % at 10 µM; in the data active means response mostly above about 7.3%, no sharp cut-off; inactive means mostly below about 5.4%; further: actives read high; inactives centre near 0; some compounds called inactive have numbers as strong as hits
# cardiac RTF act: increases calcium sensitivity of human cardiac regulated thin filaments | AID 493008 | activation, % at 7.2 µM | 340,000 tested, 0.24% active | IANBD-labeled TnC RTF fluorescence at EC20 calcium; 0% EC20 calcium, 100% full calcium | P19429+P45379;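 active means activation above the mean over all tested compounds plus 3 SD, cut at about 30% in these data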;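 further: rise in fluorescence read as greater calcium sensitivity of cardiac thin filaments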
# dFosB activator: activators of mouse delta FosB homodimer; P13346; purified delta FosB, TAMRA-CDK5 oligo fluorescence polarization; percent of positive-control signal above neutral wells; activation, % at 25 µM; 340,000 tested, 0.99% active;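 active means mean activation above about 17%, with every replicate also reaching it, limit read from the data, passing the limit was not always enough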;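 further: fluorescence polarization rise as delta FosB binds a TAMRA Cdk5 AP-1 oligo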
# Target sequence (P13346 whole entry, looked up): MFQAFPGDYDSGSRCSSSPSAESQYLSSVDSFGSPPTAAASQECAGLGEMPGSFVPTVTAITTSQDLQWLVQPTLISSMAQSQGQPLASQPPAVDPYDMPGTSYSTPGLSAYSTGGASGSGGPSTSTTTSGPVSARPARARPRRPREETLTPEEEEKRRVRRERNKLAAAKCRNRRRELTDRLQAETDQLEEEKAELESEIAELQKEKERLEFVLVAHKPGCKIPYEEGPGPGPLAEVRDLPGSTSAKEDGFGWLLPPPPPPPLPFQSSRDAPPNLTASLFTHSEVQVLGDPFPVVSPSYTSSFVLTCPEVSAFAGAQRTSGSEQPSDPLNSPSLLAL
# CDK5 p35 inh: blocks human CDK5/p35 kinase activity. Q00535+Q15078. Recombinant CDK5/p35, ADP-Glo luminescence, 60 min. inhibition, % at 10 µM. 330,000 tested, 0.01% active. AID 488839;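 active means highest replicate inhibition of at least 50% and at least 75% of replicates reaching 50%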;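 further: plate controls were DMSO neutral control for no effect and GW8510 at 10 µM for full effect; many of its hits are not listed in these tables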
# MITF act: increases MITF-driven TRPM1 promoter luciferase signal; SK-MEL-5 TRPM1-promoter luciferase, 24 h; % of positive control, neutral wells = 0; activation, % at 12.5 µM; 300,000 tested, 0.75% active;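 active means mean activation of at least 80% with every replicate also reaching 80%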;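 further: 0% = neutral control wells and 100% = parthenolide positive control wells; values of inactives mirror those of a sister screen read the other way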
# Rtt109 Vps75: blocks Candida albicans Rtt109/Vps75 acetyltransferase activity; inhibition, % at 34.9 µM; AID 540336; 330,000 tested, 0.16% active; purified Rtt109/Vps75, ThioGlo CoA-SH fluorescence, 4 h; Q5AAJ8;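 active means inhibition of at least 50% in every replicate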
# Target sequence (Q5AAJ8 whole entry, looked up): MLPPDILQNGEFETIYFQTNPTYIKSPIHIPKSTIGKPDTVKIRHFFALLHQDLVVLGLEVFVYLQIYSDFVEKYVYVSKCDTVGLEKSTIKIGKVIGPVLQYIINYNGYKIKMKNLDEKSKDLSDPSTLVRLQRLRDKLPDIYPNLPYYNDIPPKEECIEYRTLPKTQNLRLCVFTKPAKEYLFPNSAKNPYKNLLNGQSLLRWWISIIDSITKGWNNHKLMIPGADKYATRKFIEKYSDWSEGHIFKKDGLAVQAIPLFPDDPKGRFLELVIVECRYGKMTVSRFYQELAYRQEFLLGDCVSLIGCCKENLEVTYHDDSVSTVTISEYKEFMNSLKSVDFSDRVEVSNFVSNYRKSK
# CAL PDZ FP-2: CAL PDZ (human) peptide binding inhibition; Q9HD26; purified CAL PDZ, TMR-peptide fluorescence polarization, 1 h; inhibition, % at 24.9 µM; 300,000 tested, 0.92% active; AID 602252;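 active means mean inhibition of at least 30% with at least half of replicates also reaching 30%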;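 further: 0% = DMSO neutral control and 100% = excess unlabeled competitor peptide PRC23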
# Wnt act: activates Wnt/beta-catenin signaling in a reporter cell assay; activator, plate reader; activation, % at 9.35 µM; 300,000 tested, 1.2% active; AID 743398; in the data active means activation above about 30%, passing the limit was not always enough;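 further: 0% = neutral control wells and 100% = positive control wells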
# The depositor's hits bear a star; x = no result given; & = joins results of further samples.
SMILES,CAL PDZ FP-1,Tat transport,V-ATPase pH,cardiac RTF act,dFosB activator,CDK5 p35 inh,MITF act,Rtt109 Vps75,CAL PDZ FP-2,Wnt act
COc1ccc(S(=O)(=O)Nc2ccc3c(c2)C(=O)N([C@H](C)CO)C[C@H](C)[C@@H](CN(C)C(=O)Nc2c(C)noc2C)O3)cc1,-0.5,0,-4,5,-1,-1.1,-8,-10,0,-4
Cc1cc(Cl)ccc1OC(C)C(=O)Nc1ccc(S(=O)(=O)N2CCOCC2)cc1 (stereo unspecified),-1.3,-2,-2,-4,-11,-2.0,9,8,1,-5
COCCN(Cc1ccccc1)C(=O)c1c(C)nn(-c2ccccc2)c1C,-0.4,-4,9.2*,-3,-5,1.0,4,-9,-1,0
NC(N)=Nc1nc(C2COc3ccccc3O2)cs1 (stereo unspecified),-2.0,-3,x,-3,-5,-1.2,51,x,1,53*
Cc1ccc(NC(=O)Nc2nnc(Cc3ccc(F)cc3)s2)cc1,-0.3,-4,-1,-7,12,1.0,61,6,1,1
O=C(C1CCN(S(=O)(=O)c2ccccc2F)CC1)N1CCc2ccccc21,0.0,3,1,-2,-14,0.0,0,5,x,1
COC(=O)c1ccccc1OCc1cccc(C)n1,-1.0,-11,-2,2,-9,-3.5,-15,1,-2,-1
O=C(NCCc1ccccc1)C1(S(=O)(=O)c2ccc(Cl)cc2)CC1,0.4,-2,-1,0,1,-0.4,-13,-7,-10,-2
O=C1Oc2ccccc2C(=O)/C1=C\N1CCN(c2ccccc2)CC1,-0.3,0,-2,-1,3,1.0,-17,6,2,0
Cc1cc(C)nc(NS(=O)(=O)c2ccc(NC(=O)CSc3nc4ccccc4[nH]3)cc2)n1,-1.3,-6,0,21,-10,-7.9,-11,5,-4,-4
CC(=O)Nc1ccc(-c2ccc(NC(C)=O)c(O)c2)cc1O,-1.7,-2,0,-2,-5,-0.3,45,-2,0,22
CN1CCN(CCCN2c3ccccc3Sc3ccc(C(F)(F)F)cc32)CC1,-0.1&-0.8&0.5,3&6&7,8&-5&-2,-6&-2&2,7&6&2,-1.7&0.9&-0.2,5,-9&4&19,-3&-3&0,-3&-3&7&-9
Cc1ccc(C(c2c(C)[nH][nH]c2=O)c2c(C)[nH][nH]c2=O)cc1[N+](=O)[O-],0.1,3,-5,1,-7,x,2,3,-6,x
CCOc1ccc(CNC(=O)C2CCN(S(=O)(=O)N3CCCC3)CC2)cc1OC,-2.0,-1,3,1,-4,0.1,-7,x,-4,-2
Cc1ccc2oc(=O)c3cc(C(=O)NCCN4CCc5ccccc5C4)sc3c2c1,-1.3,6,4,-3,-1,-0.5,-1,9,0,0
CCN(c1ccccc1)S(=O)(=O)c1ccc(OC)c(NC(=O)Cc2ccc(OC)c(OC)c2)c1,-0.5,14,-7,1,-21,-1.0,-12,12,-2,0
O=C(/C=C/c1ccccc1Cl)N(Cc1ccc(Cl)cc1)C1CCS(=O)(=O)C1 (stereo unspecified),-0.7,8,2,-2,-26,-1.7,10,9,71*,x
O=C1OC(/C=C/c2ccc(Cl)cc2)=NC/1=C/c1ccco1,-1.9,7,0,-2,-15,-0.3,-8,11,0,x
CC(C)C(NCc1c(Cl)cccc1Cl)C(=O)O (stereo unspecified),-0.9,-5,-4,-1,1,0.7,-4,-13,x,-3
COc1ccccc1-c1ccc(SCc2ccc(F)cc2)nn1,4.7,11,-3,-1,-2,0.1,43,-4,80*,10
Cc1cc(=O)oc2cc(OC(C)C(=O)NCCCn3ccnc3)ccc12 (stereo unspecified),-2.0,-1,0,-5,-2,-0.4,6,48,-4,1
Cc1ccccc1NC(=O)Cc1nc(COC(=O)C(NC(=O)c2ccccc2C)C(C)C)cs1 (stereo unspecified),1.1,1,4,-3,-7,-0.6,14,-4,x,1
COCC1CCCN(C(=O)c2ccc(OC3CCN(Cc4ccccn4)CC3)cc2)C1 (stereo unspecified),0.5,1,3,-3,-3,-1.0,-1,0,-1,2
CCCC(C(=O)O)n1c(O)c(C=C2N=c3ccccc3=N2)sc1=S (stereo unspecified),-2.1,8,2,-3,-7,1.2,-6,19,0,1
Cc1cc(NC(=O)CCl)n(-c2nc3ccccc3s2)n1,-0.6,-3,0,-3,-19,1.8,-4,6,3,3
CCc1ccc(N2C(=O)C3NN=C(C(=O)OCc4ccccc4)C3C2=O)cc1 (stereo unspecified),0.6,1,-4,0,-14,-0.2,14,10,x,-11
COc1ccc(CCNC(=O)CSc2nn(-c3ccccc3)c(=S)s2)cc1OC,-2.6,0,1,-3,-3,-2.7,-1,-3,-4,x
COc1cc(-c2nnc3n2CCCCC3)cc(OC)c1OC,0.1,-4,2,-7,4,0.4,-5,12,0,1
COc1ccc(-c2cc(C(=O)OCC(=O)NC3CC3)c3ccccc3n2)cc1,-2.7,4,0,2,-34,-0.5,34,4,-3,-2
Cc1cc2c(cc(C(=O)OCC(=O)NC3CCCCC3)n2C)o1,-1.6,-3,-6,0,6,1.5,40,-2,x,11
CC(=O)Nc1ccc(NC(=S)NC(=O)/C=C/c2ccc(Cl)cc2)cc1,-1.6,-7,0,-5,-8,0.5,5,0,-5,-11
Nc1nc2c(nc(SCc3ccccc3Br)n2[C@@H]2O[C@H](CO)[C@@H](O)[C@H]2O)c(=O)[nH]1,0.1,0,0,0,1,0.0,4,1,0,1
CCCCCc1nnc(NC(=O)C(=O)OCC)s1,-0.5,3,1,0,4,-0.7,-1,-5,-8,x
O=C(NCc1ccc(C(F)(F)F)cc1)C1CC(c2c(Cl)cccc2Cl)=NO1 (stereo unspecified),-2.3,-2,3,3,-5,-0.6,16,-3,0,-2
Cc1ccc(N2CC(C(=O)N3CCC(C(=O)NC(C)(C)C)CC3)CC2=O)cc1 (stereo unspecified),-2.6,8,-7,5,-2,2.7,x,-10,-2,-2
CC1CN(C2CCN(C(=O)COc3ccc(Cl)cc3)CC2)CC(C)O1 (stereo unspecified),-0.7,0,-1,-3,-6,0.2,-5,-29,-4,x

# Gathered by group: those above containing a CF3 group.
SMILES,CAL PDZ FP-1,Tat transport,V-ATPase pH,cardiac RTF act,dFosB activator,CDK5 p35 inh,MITF act,Rtt109 Vps75,CAL PDZ FP-2,Wnt act
CN1CCN(CCCN2c3ccccc3Sc3ccc(C(F)(F)F)cc32)CC1,-0.1&-0.8&0.5,3&6&7,8&-5&-2,-6&-2&2,7&6&2,-1.7&0.9&-0.2,5,-9&4&19,-3&-3&0,-3&-3&7&-9
O=C(NCc1ccc(C(F)(F)F)cc1)C1CC(c2c(Cl)cccc2Cl)=NO1 (stereo unspecified),-2.3,-2,3,3,-5,-0.6,16,-3,0,-2

# (further entries)
SMILES,CAL PDZ FP-1,Tat transport,V-ATPase pH,cardiac RTF act,dFosB activator,CDK5 p35 inh,MITF act,Rtt109 Vps75,CAL PDZ FP-2,Wnt act
O=C(CCc1ccc(S(=O)(=O)N2CCOCC2)cc1)Nc1ccc(F)c(F)c1F,-0.4,2,-1,-4,-1,1.4,x,0,-3,10
CCc1nc(Nc2ccc(N3CCN(C(C)=O)CC3)cc2)c2oc3ccccc3c2n1,2.6,5,2,-1,-13,2.1,8,7,2,x
Cc1ccc(CCSCC(=O)O)cn1,-0.6,-12,-6,2,0,1.5,x,4,8,0
O=C(O)c1cccc(OCCN2CCCC2=O)c1,-0.4,1,-3,3,2,0.8,4,2,x,0
CCCn1c(N)c(N(CCOC)C(=O)c2ccc(F)cc2F)c(=O)[nH]c1=O,0.0,20,1,1,0,0.2,-1,-15,x,-1
OCCn1c(SCCOc2ccccc2)nc2ccccc21,-3.0,-2,-3,-7,-6,-0.3,18,-5,1,x
COc1ccc(C2C3(C#N)C(N)=NC(OC)(OC)C23C#N)cc1 (stereo unspecified),-2.3,-6,0,2,-2,0.8,-17,-6,0,5
COc1ccccc1NS(=O)(=O)c1ccc(Cl)c(NC(=O)C(C)N2C(=O)c3ccccc3C2=O)c1 (stereo unspecified),-1.8,10,-3,-1,-5,0.5,-5,4,-3,x
CC1=CC2=NC(=O)/C(=C/c3coc4ccc(Cl)cc4c3=O)C(=N)N2O1,-0.5,8,-1,58*,-9,-3.2,x,0,x,0
COc1cccc(NC(=O)COc2ccc(N3CC(C(=O)NCC(C)C)CC3=O)cc2)c1 (stereo unspecified),-2.4,-11,4,1,1,0.6,4,4,3,-3
Cn1c(=O)c2c(nc(Oc3ccc4c(c3)OCO4)n2Cc2ccc(F)cc2)n(C)c1=O,-0.4,-1,6,-2,3,0.6,x,-2,5,x
Cc1ccc(NC(=O)c2ccc(S(=O)(=O)N3CCCCCC3)cc2)nc1,-3.8,-2,-3,0,-8,0.7,19,17,1,6
CC1CCC(C(C)C)C(OC(=O)CSc2nccc(=O)[nH]2)C1 (stereo unspecified),-2.3,-11,3,6,-2,1.4,6,8,-2,x
Fc1cccc(Cl)c1COc1ccc(-c2nnco2)cc1,-1.5,-5,-2,1,-3,0.8,3,10,-5,0
CC(C)c1ccc(NC(=O)N2CCOCC2)cc1,0.5,5,-5,-2,-6,1.6,x,-4,-3,3
CN(Cc1ccccc1)c1nc2c(c(=O)n(C)c(=O)n2C)n1CCSc1ncccn1,-0.8,-1,0,-7,-5,-1.1,-1,-4,-1,-2
O=C(Nc1ccc(N2CCN(C(=O)c3ccccc3)CC2)cc1)c1ccc2c(c1)OCCO2,-1.3,-1,-3,0,-9,0.7,-12,-6,0,0
O=C(COC(=O)C1CC(O)CN1C(=O)Oc1ccccc1)c1ccc(Br)cc1 (stereo unspecified),-1.3,-8,-3,5,1,-0.3,3,10,0,-2
CCN(C(=O)c1ccc(Cl)c([N+](=O)[O-])c1)c1ccccc1,1.2,-1,3,2,-4,-0.9,5,1,3,0
CC1CCCCN1C(=O)Cn1cc(C(=O)c2ccco2)c2ccccc21 (stereo unspecified),-0.5,-4,0,-2,-5,-2.1,-3,1,-4,x
CC1=C(C(=O)NC2CCCc3c2cnn3-c2cc(F)cc(F)c2)OCCO1 (stereo unspecified),0.2,-6,2,-3,4,-1.4,-5,-26,x,-1
CCCN1C2CCCC1CC(NC(=S)Nc1cc(C)cc(C)c1)C2 (stereo unspecified),-1.0,-1,0,-1,-4,1.1,0,20,-1,0
Cn1c(Cc2ccccc2)nnc1SCC(=O)NC1CC1,-1.1,-6,4,5,0,1.9,-2,-2,1,-2
CC1(NC(=O)c2ccccc2)CCN(CCCc2ccccc2)C1=O (stereo unspecified),0.8,-3,-5,-4,2,1.7,11,-11,-6,-1
O=C(Cc1ccc(O)cc1)NCCNC(=S)NCc1ccccc1,-0.6,8,0,1,5,25,x,-2,-1,-3
CCCCOC(=O)c1ccc(NC(=S)NC(=O)c2c(Cl)cnn2C)cc1,-1.3,4,-1,8,-14,-0.3,0,-7,-4,x
COC(=O)c1ccc(-n2nc(C(F)(F)F)c3c2-c2ccoc2CC3)cc1,-0.7,-3,-3,-4,-7,-0.2,1,17,-3,-5
CSc1nnc2c(n1)OC(c1ccsc1)N(C(C)=O)c1ccccc1-2 (stereo unspecified),-0.9,-10,-1,6,-2,1.0,-5,10,x,x
Cc1ccc2nc(NC(=O)c3ccc(S(=O)(=O)N4CCCc5ccccc54)cc3)sc2c1,0.4,-2,3,1,-1,1.5,9,-10,-3,-4
